Bioassay records (PubChem)
HSF1 activator: HSF-1 activators, primary screen, NIH3T3-HGL cells, MG132 stress, luminescence, single point; NIH3T3-HGL HSF-1 luciferase reporter, 8 h; 100% = twice DMSO control signal; activation, % at 9 µM; 1.7% of 300,000 active; AID 504408, 2011;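 active = mean replicate activation of at least 50% with a set share of replicates each reaching 50%; inconclusive = only one of those two conditions met; inactive = mean below 50% and too few replicates reaching it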;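 note: 0% = median of the neutral control wells and 100% = twice that signal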
IEC-6 tox: cytotoxicity in IEC-6 intestinal epithelial cells, primary screen, cytotoxicity control for KLF5 inhibitor project, cell-based, luminescence; inhibition, % at 5 µM; IEC-6 cytotoxicity, luminescence viability; 0.78% of 290,000 active; in the data active = inhibition above about 22%;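 note: 0% = plate median of test compound wells and 100% = cytotoxic reference compound wells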
aSyn UTR inh: MLPCN primary screen, SNCA 5' untranslated region; inhibition, % (tested at 7.5 µM); 0.82% of 300,000 active; alpha-synuclein 5'UTR reporter, inhibitor activity; AID 1813, 2009; in the data active = inhibition above about 60%; inconclusive = no clear call, values can overlap the other calls;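 note: H4 neuroglioblastoma cells stably carrying SNCA 5'UTR luciferase fusion; 0% = DMSO wells and 100% = positive control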
HSP90 refold inh: HSP90 inhibitors, primary screen, cell lysate, luminescence; Heat shock protein HSP 90 (rabbit reticulocyte lysate; luciferase refolding); inhibition, % at 5.6 µM; AID 1789, 2009; 0.91% of 290,000 active; Rabbit reticulocyte lysate, luciferase refolding luminescence, 3 h;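 active = inhibition above the screen-wide mean plus 3 SD, computed separately per campaign, cut at about 16% in these data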;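 note: 0% = DMSO wells and 100% = 60 µM geldanamycin wells; inhibitors lower the luminescence because luciferase stays unfolded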
AI-2 QS modul: Vibrio harveyi AI-2 quorum sensing modulators, primary screen, JMH597 strain, luminescence/OD600 ratio. Vibrio harveyi JMH597 AI-2 luminescence/OD600 ratio, 9 h; active compounds read low; strain lacks LuxN and CqsS sensors; 0 = neutral-control median. activity change, % at 7.5 µM. 0.4% of 300,000 active; in the data active = activity change below about -75%, passing the limit was not always enough; inconclusive = no clear call, values can overlap the other calls;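 note: luminescence divided by OD600 gain over 9 h not by final OD600 alone; inactives centre near 13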
Platelet DG rel: inhibitors of platelet dense granule secretion, primary screen, cell-based, MLPCN, human platelets; human platelet-rich plasma, SFLLRN dense granule ATP release, luminescence; inhibition, %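 (compounds screened at 7.5 µM in platelet-rich plasma)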; 0.22% of 300,000 active;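 active = mean replicate score, as percent of positive control, at or above 50; inconclusive = mean below 50 but at least one replicate at or above 50; inactive = mean and every replicate below 50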
KLF5 inhibitor: KLF5 expression inhibitors, primary screen, DLD-1 cells, luminescence. DLD-1 KLF5 promoter-luciferase reporter. 0.23% of 290,000 active. AID 1700, 2009. inhibition, % at 5 µM;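 active = inhibition above a per-plate limit of that plate's mean compound inhibition plus 3 SD, cut at about 60% in these data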;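 note: 0% = DMSO wells and 100% = LY294002 at 200 µM; higher means less KLF5 promoter-driven luciferase light; inactives centre near -14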
HSF1 inh: HSF1 inhibitors in luciferase reporter cells, primary screen, cell-based, NIH3T3, luminescence | NIH3T3-HGL HSE-luciferase, MG132-induced, luminescence 8 h; active compounds read low | AID 2098, 2009 | 0.77% of 300,000 active | activity change, negative = inhibition, % at 7.5 µM (by protocol);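 active = more than half of replicate wells show activity change below -50%, luminescence cut by over half; inconclusive = some wells, but at most half, below -50%; inactive = no replicate well below -50%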;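 note: luciferase reports HSF-1 transcriptional activity via heat shock element; 0% = median of DMSO wells and -100% = zero luminescence signal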
HIF act: HIF pathway transcriptional activators, primary screen, cell-based, U2OS HRE-luciferase, luminescence; AID 1910, 2009; activation, % at 7.5 µM (by protocol); U2OS HRE-luciferase reporter; normalized: DMSO 0%, desferrioxamine 100%; 0.32% of 300,000 active;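 active = mean activation of at least 10% of the iron chelator positive control signal, with at least half of replicates also reaching 10%; inconclusive = mean and replicate majority disagree about reaching 10%; inactive = mean and most replicates under 10%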
HDAC3 inh: HDAC3 deacetylase inhibitors, primary screen, biochemical, fluorescence, cell-free homogeneous | Histone deacetylase 3 (Homo sapiens), O15379 | recombinant HDAC3, fluorogenic peptide/trypsin coupled | inhibition, % at 8.3 µM | 0.15% of 320,000 active; in the data active = inhibition above about 26%, passing the limit was not always enough; inconclusive = no clear call, values can overlap the other calls
Target sequence (O15379 whole entry, looked up): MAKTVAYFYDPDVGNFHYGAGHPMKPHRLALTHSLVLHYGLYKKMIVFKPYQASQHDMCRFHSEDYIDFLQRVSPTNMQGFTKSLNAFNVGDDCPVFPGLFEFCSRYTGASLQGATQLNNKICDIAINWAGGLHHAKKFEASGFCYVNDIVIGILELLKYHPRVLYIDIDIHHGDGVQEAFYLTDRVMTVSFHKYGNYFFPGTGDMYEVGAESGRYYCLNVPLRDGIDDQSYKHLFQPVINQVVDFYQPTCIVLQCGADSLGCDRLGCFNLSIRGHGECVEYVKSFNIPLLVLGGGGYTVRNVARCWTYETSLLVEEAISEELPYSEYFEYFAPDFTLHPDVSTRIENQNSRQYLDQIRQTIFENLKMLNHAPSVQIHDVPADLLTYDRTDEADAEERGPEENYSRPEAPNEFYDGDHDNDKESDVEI
* hit, by the source's call; ? = inconclusive; nt = not tested or not shown.

SMILES	HSF1 activator	IEC-6 tox	aSyn UTR inh	HSP90 refold inh	AI-2 QS modul	Platelet DG rel	KLF5 inhibitor	HSF1 inh	HIF act	HDAC3 inh
COC(=O)c1ccc(NC(=O)c2ccccc2C(=O)Nc2ccc(C(=O)OC)cc2)cc1	-45	nt	9	nt	-4	0	nt	-30	-0.2	2
Cc1ccccc1C(=O)N1CCC(C(=O)Nc2cccc(F)c2)CC1	-7	-3	17	4	25	-2	-2	0	0.1	-9
CCN(CC)c1nc(C)c(C(C)=O)cc1C#N	-3	-2	42	4	8	-1	-30	-2	0.2	6
CC12CN3CC(C)(CN(C1)C3c1ccc(F)cc1)C2 (stereo not drawn)	-2	4	4	2	6	7	-33	2	-0.2	-7
Cc1ccc(C)c(NC(=O)CNS(=O)(=O)c2ccccc2)c1	2	1	-3	-1	23	-6	-26	-6	-0.1	-4
Cc1ccccc1/C=N\NC(=O)c1ccccc1-n1cccc1	14	-12	-65	-2	31	10	6	7	1.6	3
CCOC(=O)C1CCCN(CCC(=O)Nc2ccc(F)c(F)c2)C1 (stereo not drawn)	-2	0	-17	1	2	2	-13	-3	-0.2	6
CCN1CCN(C(=O)CCc2ccc(S(=O)(=O)NCCc3ccccc3)cc2)CC1	-23	-1	26	-1	27	-8	-27	-9	-0.5	-11
COc1ccc(OC)c(CNC(=O)C2CCN(C(=O)N(C)C)CC2)c1	-9	-5	-4	3	6	9	2	-7	0.0	-4
Cc1c(C(=O)/C=C/N(C)C)nnn1-c1ccc(Cl)c(Cl)c1	-8	1	-38	1	2	4	-10	-8	-0.1	0
CCOc1cc(/C=N/Nc2ccc(C(=O)O)cc2)ccc1OC(=O)c1ccccc1C	4	4	-91	12	9	-3	-55	-8	0.7	0
COc1cc(C(=O)NC2CCN(CC(=O)NC3CCCCC3C)CC2)cc(OC)c1OC (stereo not drawn)	-20	-2	-1	-8	33	6	5	-2	0.1	-4
O=C(NNc1nc2c(F)cccc2s1)c1ccc(F)cc1	13	4	-37	1	-13	-1	-29	2	-0.6	7
N#Cc1ccc(/C=C2\CCCCn3c2nc2cc(C(=O)O)ccc2c3=O)cc1	-14	-12	13	-1	30	1	-32	2	-0.6	10
O=C1CN(C(=O)c2ccccc2F)C(c2ccccc2)c2cc(Cl)ccc2N1 (stereo not drawn)	22	-5	-1	1	13	7	10	18	0.1	8
CCOc1ccc(N2C(=O)/C(=C/c3ccccn3)SC2=S)cc1	5	0	-9	-2	8	11	1	3	0.8	-6
CCC(=O)Nc1nc(C)c(-c2csc(Nc3cccc(O)c3)n2)s1	6	-9	3	1	3	9	36	3	1.2	?
Cn1c(COc2ccc3ccccc3c2)nnc1SCC(=O)OC1CCCCC1	16	-3	-3	2	-3	2	-6	0	0.0	0
Nc1nc(-c2ccccc2)c(-c2ccc([N+](=O)[O-])cc2)s1	5	5	56	-1	11	1	8	-6	-0.4	2
Cc1noc(C)c1S(=O)(=O)N(CC(=O)NCc1ccc(Cl)cc1)c1ccc2c(c1)OCO2	-2	-2	-3	-3	9	1	-7	1	nt	-3
O=C(COc1ccc2ccccc2c1)N1CCN(c2ccccc2O)CC1	28	2	13	-3	17	-3	9	5	-0.3	7
Cc1n[nH]c(=O)n1-c1ccc(OCc2ccccc2)cc1	28	1	-91	-4	22	5	-59	17	0.9	-3
CCCCOC(=O)C1CCC[C@@H](C)N1 (stereo partly drawn)	2	3	15	0	24	-7	-43	5	-0.3	-7
CCn1c(=O)c2cc(C(=O)Nc3ccc(OC)cc3OC)sc2c2ccccc21	-12	1	-41	0	2	15	-13	2	-0.2	-4
COCCNC(=O)Cn1c(=O)n(C)c2ccccc21	-11	3	2	-4	8	7	-43	2	-0.8	3
COc1ccc(CCNC(=O)c2ccc3c(c2)NC(=O)CS3)cc1OC	-14	-1	10	-3	-2	3	-30	-2	-0.4	-1
CC(=O)Nc1ccc(S(=O)(=O)N2CCC(C(=O)NCCC(=O)NCc3ccccc3)CC2)cc1	-6	9	27	1	6	13	12	-4	0.5	-4
CCN(CC)S(=O)(=O)c1ccc2[nH]cc(C(=O)NC3CC3)c(=O)c2c1	9	2	-3	-2	11	-1	-35	5	-1.6	4
CCn1c(CC(=O)Nc2ccccc2)n[nH]c1=S	-14	1	6	3	8	11	-8	-2	-0.7	-10
NC1=NC(=Nc2cccc(Cl)c2)c2ccccc21	20	3	-14	1	-1	28	-8	5	0.5	2
Cc1cccc(NS(=O)(=O)c2cnc(Cl)c(Br)c2)n1	13	0	-9	1	21	3	-6	-5	0.1	7
Cc1ccc(-n2c(CNc3ccc(F)cc3)nnc2SCC(=O)N2CCOCC2)cc1	11	1	-17	2	14	-4	-47	6	-0.1	-4
COc1cc2[nH]c(=O)n(CCCCCC(=O)NCCCN3CCCC3=O)c(=O)c2cc1OC	12	1	3	6	5	6	3	-5	0.5	-6
CC1(C)OC(=O)N(CC(=O)Nc2ccccc2)C1(C)O (stereo not drawn)	-14	-4	10	-1	6	-5	2	1	0.4	0
COc1ccc(CN2CCNC(=O)C2CC(=O)NCc2cccc(C)n2)c(OC)c1 (stereo not drawn)	23	2	-8	5	3	-1	9	-2	0.1	1
COc1cccc(-n2cnc3scc(-c4cccs4)c3c2=O)c1	-3	0	21	-2	20	1	-15	-1	0.0	-2
CCN(CC)c1ccc(NS(=O)(=O)c2ccc3c(c2)oc(=O)n3C)c(C)c1	-2	0	-1	1	11	-1	-19	-4	1.2	3
Cc1ccc(CSCCNC(=O)c2ccc(C)cc2)cc1	29	0	-12	0	27	-9	-9	-1	0.4	4
COc1cc(CNCCc2c[nH]c3ccccc23)cc(Cl)c1OCC(N)=O	-16	-6	4	-1	-23	3	-10	-1	-0.3	-1
CC(Sc1nnnn1-c1ccc(Cl)cc1)C(=O)NCC(=O)Nc1ccc(F)c(F)c1F (stereo not drawn)	3	12	10	1	46	6	-27	7	-0.1	-6
O=C1NCCSC1c1ccccc1 (stereo not drawn)	-8	nt	-5	nt	30	3	nt	1	0.1	1
CN=CC1=C(O)CC(C)(C)CC1=O	-1	-5	-22	0	7	-14	6	-2	-0.2	3
CC(C)N(c1ccccc1)c1ccc(NC(=O)C2CCCO2)cc1 (stereo not drawn)	1	-4	26	-3	8	-2	-11	0	-0.5	1
CCCCN(C(=O)c1cccc(S(=O)(=O)N2CCN(C)CC2)c1)c1c(N)n(CCCC)c(=O)[nH]c1=O	33	nt	5	nt	22	3	nt	27	0.7	-1

In another format: entries from further up.
| Structure | HSF1 activator | IEC-6 tox | aSyn UTR inh | HSP90 refold inh | AI-2 QS modul | Platelet DG rel | KLF5 inhibitor | HSF1 inh | HIF act | HDAC3 inh |
| --- | --- | --- | --- | --- | --- | --- | --- | --- | --- | --- |
| COC(=O)c1ccc(NC(=O)c2ccccc2C(=O)Nc2ccc(C(=O)OC)cc2)cc1 | -45 | nt | 9 | nt | -4 | 0 | nt | -30 | -0.2 | 2 |
| Cc1ccccc1C(=O)N1CCC(C(=O)Nc2cccc(F)c2)CC1 | -7 | -3 | 17 | 4 | 25 | -2 | -2 | 0 | 0.1 | -9 |
| CCN(CC)c1nc(C)c(C(C)=O)cc1C#N | -3 | -2 | 42 | 4 | 8 | -1 | -30 | -2 | 0.2 | 6 |
| CC12CN3CC(C)(CN(C1)C3c1ccc(F)cc1)C2 (stereo not drawn) | -2 | 4 | 4 | 2 | 6 | 7 | -33 | 2 | -0.2 | -7 |
| Cc1ccc(C)c(NC(=O)CNS(=O)(=O)c2ccccc2)c1 | 2 | 1 | -3 | -1 | 23 | -6 | -26 | -6 | -0.1 | -4 |
| Cc1ccccc1/C=N\NC(=O)c1ccccc1-n1cccc1 | 14 | -12 | -65 | -2 | 31 | 10 | 6 | 7 | 1.6 | 3 |
| CCOC(=O)C1CCCN(CCC(=O)Nc2ccc(F)c(F)c2)C1 (stereo not drawn) | -2 | 0 | -17 | 1 | 2 | 2 | -13 | -3 | -0.2 | 6 |
| CCN1CCN(C(=O)CCc2ccc(S(=O)(=O)NCCc3ccccc3)cc2)CC1 | -23 | -1 | 26 | -1 | 27 | -8 | -27 | -9 | -0.5 | -11 |
| COc1ccc(OC)c(CNC(=O)C2CCN(C(=O)N(C)C)CC2)c1 | -9 | -5 | -4 | 3 | 6 | 9 | 2 | -7 | 0.0 | -4 |
| Cc1c(C(=O)/C=C/N(C)C)nnn1-c1ccc(Cl)c(Cl)c1 | -8 | 1 | -38 | 1 | 2 | 4 | -10 | -8 | -0.1 | 0 |
| CCOc1cc(/C=N/Nc2ccc(C(=O)O)cc2)ccc1OC(=O)c1ccccc1C | 4 | 4 | -91 | 12 | 9 | -3 | -55 | -8 | 0.7 | 0 |
| COc1cc(C(=O)NC2CCN(CC(=O)NC3CCCCC3C)CC2)cc(OC)c1OC (stereo not drawn) | -20 | -2 | -1 | -8 | 33 | 6 | 5 | -2 | 0.1 | -4 |
| O=C(NNc1nc2c(F)cccc2s1)c1ccc(F)cc1 | 13 | 4 | -37 | 1 | -13 | -1 | -29 | 2 | -0.6 | 7 |
| N#Cc1ccc(/C=C2\CCCCn3c2nc2cc(C(=O)O)ccc2c3=O)cc1 | -14 | -12 | 13 | -1 | 30 | 1 | -32 | 2 | -0.6 | 10 |
| O=C1CN(C(=O)c2ccccc2F)C(c2ccccc2)c2cc(Cl)ccc2N1 (stereo not drawn) | 22 | -5 | -1 | 1 | 13 | 7 | 10 | 18 | 0.1 | 8 |
| CCOc1ccc(N2C(=O)/C(=C/c3ccccn3)SC2=S)cc1 | 5 | 0 | -9 | -2 | 8 | 11 | 1 | 3 | 0.8 | -6 |
| CCC(=O)Nc1nc(C)c(-c2csc(Nc3cccc(O)c3)n2)s1 | 6 | -9 | 3 | 1 | 3 | 9 | 36 | 3 | 1.2 | ? |
| Cn1c(COc2ccc3ccccc3c2)nnc1SCC(=O)OC1CCCCC1 | 16 | -3 | -3 | 2 | -3 | 2 | -6 | 0 | 0.0 | 0 |
